Yp Topo-I inh: Y. pestis Topo-I inhibition via cleavage products. AID 504884. Y. pestis Topo-I cleavage product accumulation, plate reader. actives 0.064% (n = 360,000). activity, % at 10 µM; in the data active means activity above about 50%, passing the limit was not always enough; further: inactives centre near 2
Rv3671c protease: Rv3671c (M. tuberculosis) protease inhibition. actives 0.048% (n = 320,000). AID 2606. inhibition, % at 5.96 µM; in the data active means inhibition above about 38%;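 further: extracellular domain of Rv3671c used as enzyme; 0% = enzyme with DMSO and 100% = no enzyme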
MazEF act: MazEF (E. coli) toxin RNase activation; P0AE70; FAM/BHQ RNA-DNA oligo cleavage fluorescence, 5 h; actives 0.32% (n = 350,000); activation, % at 20 µM; AID 504720; in the data active means activation above about 50%
SARS 3CLpro inh: SARS-CoV 3CLpro protease inhibition. recombinant SARS-CoV 3CLpro, quenched FRET peptide cleavage. inhibition, % at 6 µM. actives 0.14% (n = 290,000); in the data active means inhibition above about 12%
PrPC surface inh: reduces human prion protein on the cell surface. actives 0.43% (n = 370,000). P04156. cell surface PrPC, TR-FRET read-out. AID 720596. inhibition, % at 13.8 µM; in the data active means inhibition above about 24%; further: 0% = median of the test wells and 100% = reference compound wells
PriA SSB inh: blocks PriA binding to SSB C-terminal tail. inhibition, % at 33 µM. AID 1272365. AlphaScreen SSBct-PriA binding, biotinylated peptide. actives 0.6% (n = 430,000); in the data active means inhibition mostly above about 37%, no sharp cut-off; inactive means mostly below about 20%;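 further: plate controls were negative control peptide for no effect and reference peptide for full effect; strong numbers were not always called active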
TcdB GH inh: inhibitors of Clostridioides difficile toxin B glycohydrolase. TcdB glycohydrolase enzymatic assay, plate reader. actives 0.24% (n = 350,000). P18177. inhibition, % at 9.99 µM; in the data active means inhibition above about 10%
Target sequence (P18177 whole entry, looked up): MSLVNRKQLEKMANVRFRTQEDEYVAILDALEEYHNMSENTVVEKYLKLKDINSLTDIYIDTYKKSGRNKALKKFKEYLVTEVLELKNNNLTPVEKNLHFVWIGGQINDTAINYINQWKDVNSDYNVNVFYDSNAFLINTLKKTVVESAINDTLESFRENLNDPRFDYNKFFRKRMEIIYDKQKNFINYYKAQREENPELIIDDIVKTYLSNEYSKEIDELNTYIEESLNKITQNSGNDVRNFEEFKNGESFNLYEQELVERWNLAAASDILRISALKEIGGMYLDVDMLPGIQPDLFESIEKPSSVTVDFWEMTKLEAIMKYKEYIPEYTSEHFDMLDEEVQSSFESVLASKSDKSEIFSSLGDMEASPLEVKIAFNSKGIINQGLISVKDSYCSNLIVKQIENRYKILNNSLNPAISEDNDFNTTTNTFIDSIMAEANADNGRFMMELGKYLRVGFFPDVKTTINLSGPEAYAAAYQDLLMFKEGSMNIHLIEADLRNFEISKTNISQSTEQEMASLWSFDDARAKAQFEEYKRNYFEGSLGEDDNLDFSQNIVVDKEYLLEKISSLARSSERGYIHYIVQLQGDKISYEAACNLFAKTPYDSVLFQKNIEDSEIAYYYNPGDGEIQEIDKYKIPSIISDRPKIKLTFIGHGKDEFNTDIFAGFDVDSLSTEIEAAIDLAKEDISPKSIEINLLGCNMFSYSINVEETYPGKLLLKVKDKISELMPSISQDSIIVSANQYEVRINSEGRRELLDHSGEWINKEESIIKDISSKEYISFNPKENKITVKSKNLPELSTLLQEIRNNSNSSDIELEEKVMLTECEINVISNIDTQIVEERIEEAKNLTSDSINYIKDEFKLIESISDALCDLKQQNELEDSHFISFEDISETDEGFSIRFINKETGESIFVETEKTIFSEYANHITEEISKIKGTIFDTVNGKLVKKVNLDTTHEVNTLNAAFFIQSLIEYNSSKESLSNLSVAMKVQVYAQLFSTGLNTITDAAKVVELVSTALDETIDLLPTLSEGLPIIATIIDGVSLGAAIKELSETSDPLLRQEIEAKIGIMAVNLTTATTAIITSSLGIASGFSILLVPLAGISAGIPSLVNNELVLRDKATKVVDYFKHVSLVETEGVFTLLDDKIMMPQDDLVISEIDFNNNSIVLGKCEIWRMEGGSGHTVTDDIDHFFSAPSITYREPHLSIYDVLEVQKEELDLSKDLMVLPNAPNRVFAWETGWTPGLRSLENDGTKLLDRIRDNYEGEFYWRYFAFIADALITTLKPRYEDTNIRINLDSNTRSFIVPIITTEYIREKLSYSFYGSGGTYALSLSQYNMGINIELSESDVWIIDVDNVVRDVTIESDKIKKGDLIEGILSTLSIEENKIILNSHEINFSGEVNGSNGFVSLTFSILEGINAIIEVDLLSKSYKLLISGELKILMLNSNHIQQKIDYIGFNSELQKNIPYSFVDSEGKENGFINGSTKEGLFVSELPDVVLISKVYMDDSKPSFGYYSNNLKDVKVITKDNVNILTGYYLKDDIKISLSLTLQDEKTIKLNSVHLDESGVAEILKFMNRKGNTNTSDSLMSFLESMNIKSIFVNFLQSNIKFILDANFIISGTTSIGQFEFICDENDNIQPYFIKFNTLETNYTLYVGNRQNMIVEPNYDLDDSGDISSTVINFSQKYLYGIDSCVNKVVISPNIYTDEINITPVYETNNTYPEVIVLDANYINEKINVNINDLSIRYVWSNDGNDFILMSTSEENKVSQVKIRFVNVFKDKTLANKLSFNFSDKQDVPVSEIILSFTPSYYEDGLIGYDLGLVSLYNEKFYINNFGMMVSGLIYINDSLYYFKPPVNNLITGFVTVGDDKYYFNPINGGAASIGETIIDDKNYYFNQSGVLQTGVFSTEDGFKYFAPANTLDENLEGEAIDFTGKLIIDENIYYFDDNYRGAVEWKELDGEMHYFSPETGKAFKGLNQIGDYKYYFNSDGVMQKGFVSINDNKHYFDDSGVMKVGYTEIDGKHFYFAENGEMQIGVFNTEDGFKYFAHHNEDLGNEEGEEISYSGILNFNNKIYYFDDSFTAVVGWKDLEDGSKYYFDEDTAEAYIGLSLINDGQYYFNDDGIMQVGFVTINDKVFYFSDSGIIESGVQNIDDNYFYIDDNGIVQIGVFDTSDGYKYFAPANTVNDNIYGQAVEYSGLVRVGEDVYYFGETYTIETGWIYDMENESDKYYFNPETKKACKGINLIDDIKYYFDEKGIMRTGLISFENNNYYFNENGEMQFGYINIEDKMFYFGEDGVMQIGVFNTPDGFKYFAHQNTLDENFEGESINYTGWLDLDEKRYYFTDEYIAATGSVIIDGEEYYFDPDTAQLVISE
Vc quorum ag: induces V. cholerae light production without autoinducers | V. cholerae BH1578 lux reporter, luminescence, 6 h | actives 0.16% (n = 350,000) | activation, % at 18.7 µM; in the data active means activation mostly above about 9.7%, no sharp cut-off; further: not every result past the cut was called active; inactives centre near 0; reference of the scale not given here
CCHF vOTU inh: blocks the CCHF virus ovarian tumor domain protease. actives 0.55% (n = 370,000). CCHFV vOTU protease, Pep-AMC fluorescence. AID 651958. inhibition, % at 11.5 µM; in the data active means inhibition above about 30%; further: 0% = vehicle wells with enzyme and 100% = no enzyme wells
VHR inh abs: inhibitors of human VHR1 phosphatase (DUSP3). P51452. AID 1654. recombinant VHR phosphatase, pNPP absorbance. actives 0.52% (n = 290,000). inhibition, % at 13.3 µM; in the data active means inhibition above about 50%; further: some compounds called inactive have numbers as strong as hits
The depositor's hits bear a star; i = inactive; . = no result given; & = joins results of further samples. An excerpt, so the mix of outcomes need not match the whole.

SMILES	Yp Topo-I inh	Rv3671c protease	MazEF act	SARS 3CLpro inh	PrPC surface inh	PriA SSB inh	TcdB GH inh	Vc quorum ag	CCHF vOTU inh	VHR inh abs
O=c1ccn(Cc2ccccc2)c(=O)n1Cc1ccccc1	0	2	-2	1	3	-11	.	-6.2	7	-4
COC(=O)c1c(SCc2cccc3ccccc23)nc(=O)[nH]c1C	-1	-26	3	0	5	2	0.5	5.0	-5	23
CCOc1cc(N2CCOCC2)c(OCC)cc1NC(=O)c1cc(S(=O)(=O)N2CCOCC2)ccc1Cl	2	.	7	.	0	2	4.2	-0.3	-9	.
COCCn1cnc2c1c(=O)n(CC(=O)OCC(=O)NCC(F)(F)F)c(=O)n2Cc1ccccc1	-7	4	0	1	4	-11	.	-0.3	-2	-12
CC(=O)C1CCCN(C(=O)c2ccc3oc(CCc4ccccc4)nc3c2)C1 (configuration not stated)	4	-1	7	3	-2	2	0.6	-0.4	9	-2
O=C(NCc1ccccc1Cl)C(=O)NCC1OCCN1S(=O)(=O)c1cccs1 (configuration not stated)	0	-2	-5	1	-4	-6	-0.4	-0.2	-4	-7
COc1ccccc1CNC(=O)C[C@@H]1C[C@H]2c3cc(NC(=O)c4ccc5c(c4)OCO5)ccc3O[C@H]2[C@@H](CO)O1	3	.	5	.	3	.	2.1&0.8	-0.4	13	.
C=CCn1c(=NC(=O)C2CC2)sc2cc(NC(C)=O)ccc21	0	-1	3	1	6	-9	0.9	-0.3	6	-4
NC(=O)c1ccccc1NC(=O)CCn1c(=S)oc2ccccc21	-1	11	0	-3	6	-4	-1.2	-0.5	-2	35
CS(=O)(=O)c1nc(-c2ccc(F)cc2)cc(C(F)(F)F)n1	5	.	5	2	4	-22	1.1	-0.4	20	38
COc1ccc(/C=N/n2c(=O)[nH]c3c([nH]c4ccc(Br)cc43)c2=O)cc1CN1CCOCC1	-1	-7	0	-2	-16	.	.	1.9	15	20
O=C(OCC(=O)c1c[nH]c2ccccc12)C1=COCCO1	0	2	11	0	-1	-1	.	-4.3	0	9
COc1ccc(C2C(C(=O)N3CCCC3)CC(=O)N2c2ccc(OC)cc2)cc1 (configuration not stated)	6	0	4	6	0	-2	.	-17	-14	19
O=C(NCC(c1ccco1)N1CCCCC1)c1cc2c(s1)CCCC2 (configuration not stated)	8	4	-6	.	4	-1	-0.8	i	4	.
CCc1nc(SCC(=O)c2ccc3c(c2)OCCO3)c2ccccc2n1	-8	-24	-4	-2	4	-10	.	i	-2	-2
COc1cc2c(c(OC)c1OC)-c1ccc(OC)c(=O)cc1C(NC(C)=O)CC2 (configuration not stated)	-5	-4	3	2	2	6	0.7	i	14	16
CCNS(=O)(=O)c1ccc(OC)c(C)c1	2	-2	2	-4	5	-22	.	0.9	11	11
CCN(Cc1ccncc1)C(=O)c1ccc(C)o1	7	3	1	2	8	-13	0.0	2.2	-3	-6
Cc1ccc2occ(C3N[C@H](C(=O)O)CS3)c(=O)c2c1 (some centres not stated)	10	-7	-9	0	2	-20	.	-5.0	-11	13
Cc1ccc([N+](=O)[O-])cc1S(=O)(=O)Nc1ccc(-c2ccc(N3CCOCC3)nn2)cc1	2	14	0	.	-9	13&3	2.1	-1.2	6	.
COc1ccccc1NC(=O)Nc1nc(C(N)CCc2ccccc2)cs1 (configuration not stated)	1	.	.	.	11	.	-7.0	i	2	.
CCOC(=O)C1(c2ccccc2)CCN(CCC(=O)Nc2ccccc2OC)CC1	31	6	1	6	-7	-11	0.0	0.0	21	9
CCN1C(=O)C(C(=O)Nc2ccc(OC)cc2)C2CC1(C)Oc1ccccc12 (configuration not stated)	-9	-5	12	-4	5	-3	.	-0.3	-10	13
Cc1ccc(CNC(=O)c2cccc(OCc3c(C)noc3C)c2)cc1	21	2	5	4	3	-18	.	.	1	-10
CC1CCN(c2ccccc2NC(=S)NC(=O)c2cccs2)CC1	3	-16	3	-2	1	15	.	i	3	20
Cc1cc(C)cc(NC(=O)N2CCN(Cc3ccc4c(c3)OCO4)CC2)c1	-6	-4	2	4	0	-3	1.4	0.6	0	10
COc1ccc(N2CC(C(=O)N3CCN(c4ccccc4OC)CC3)CC2=O)cc1 (configuration not stated)	9	6	5	1	3	-13	1.6	-0.2	4	-15
CCOC(=O)CN1CC23C=CC(O2)C(C(=O)Nc2cc(OC)ccc2OC)C3C1=O (configuration not stated)	2	-4	3	-1	-2	.	-1.0	-0.2	-2	2
c1ccc(OCCN2CCN(C(c3ccccc3)c3ccccc3)CC2)cc1	11	5	-5	4	-10	-8	0.6	i	14	22
O=C(CSC1CN(C(c2ccccc2)c2ccccc2)C1)N/N=C/c1ccccc1	-1	-20	-9	-2	0	i	0.2	0.5	-7	12
CC1CCCN(c2ccc(C(=O)NCc3ccccc3)cn2)C1 (configuration not stated)	15	9	-1	-2	13	-2	1.1	-0.3	-7	29
COc1ccc(CNC(=O)CNC(C)c2ccc(F)cc2)cc1 (configuration not stated)	-3	-5	1	-4	0	1	-1.6	i	11	2
COc1cccc(OC)c1OCCCCCc1c(C)n[nH]c1C	25	1	-5	2	-1	0	.	-1.4	15	19
CC1=Nc2ccccc2/C1=C\c1sc(Nc2ccc(C)cc2)nc1O	-20	16	17	4	8	.	1.4	-0.3	7	-2
O=C(c1cccc(Cl)c1)N1CCN(c2ccc(N3CCOCC3)nn2)CC1	4	-5	1	.	0	-1&-10	1.3	i	-46	.
CC(C)(CNC(=O)c1ccc(NS(=O)(=O)c2ccc(Br)cc2)cc1)N1CCOCC1	-6	5	-7	.	-6	2	0.5	2.4	0	.
Cc1c(C(=O)OCC(=O)N2CCN(c3ccccc3)CC2)oc2ccccc12	14	2	11	.	1	-8	2.2	i	10	.
Cc1ccc(/C=N/NC(=O)CSCc2ccc(Cl)cc2)cc1	39	-5	4	0	1	.	.	-0.3	16	6
O=C(O)C1CCCCN1S(=O)(=O)c1ccc2ccccc2c1 (configuration not stated)	4	-16	4	3	2	-9	.	.	-2	-8
CC(C)CC(N)c1csc(Nc2ccc(S(C)(=O)=O)cc2)n1 (configuration not stated)	1	.	.	.	-3	.	1.2	-0.4	16	.
O=C1c2ccccc2C(=O)N1CSc1ncccn1	9	-10	3	1	6	-20	.	-3.1	-3	12
O=C(CN1C(=O)c2ccccc2S1(=O)=O)NCc1ccc2c(c1)OCO2	4	-5	-8	-4	-5	-8&7&8	1.0	-0.6	-1	-18
c1ccc(-c2nc(NCc3ccco3)c3ccccc3n2)cc1	-9	-27	5	4	-1	-18	.	-0.3	9	9
CCOc1cc(C(=S)N2CCOCC2)ccc1OS(=O)(=O)c1ccc(Br)cc1	-8	4	11	1	0	8	0.1	0.2	-2	11
CCOc1cc(/C=N/NC(=O)C2CC2)ccc1OC(C)C	-12	.	0	3	-3	.	1.2	-0.1	-2	11
CC(C)S(=O)(=O)c1csc(C(=O)NN)c1-n1cccc1	1	1	5	-4	11	-1	-11	i	4	-1
NS(=O)(=O)c1cccc(NC(=O)C(Cc2ccccc2)NC(=O)c2ccccc2)c1 (configuration not stated)	-5	2	0	-2	-3	3	4.5	-0.2	6	31
CC[N+](C)(C)CC/C=C1/c2ccccc2Sc2ccc(Cl)cc21	-4	-1	7	2	4	-4	1.3	i	-1	9
COc1ccccc1NC(=O)N1CCCC1C(=O)NC12CC3CC(CC(C3)C1)C2 (configuration not stated)	5	-1	3	4	3	-5	.	-0.3	-5	12
CNS(=O)(=O)c1ccc(CNC[C@H]2O[C@@H](n3cc(C)c(=O)[nH]c3=O)C[C@@H]2O)cc1	-1	.	10	.	-2	.	0.0	i	1	.
CCN1C(=O)C2(C(C#N)=C(N)Oc3n[nH]c(-c4ccc(Cl)cc4)c32)c2ccccc21 (configuration not stated)	17	-22	-2	-2	-2	-6	.	.	2	-14
NS(=O)(=O)c1ccc(NC(=O)CN2CCc3ccccc32)cc1	-7	-10	0	3	8	-2	0.1	-3.5	-4	6
CCOC(=O)C1=C(N)OC2=C(C(=O)CCC2)C1c1ccc(C)s1 (configuration not stated)	1	3	2	5	1	10	-0.7	-0.4	8	5
CCOc1ccccc1N1C(=O)CC(=O)NC1=O	3	-14	-95	1	6	0&9	-2.4	i	-11	0
CCOc1ccc(C(=O)NCC2(c3ccccc3)CCOCC2)cc1	-4	12	0	-3	2	-12	0.9	i	-6	-12
CCCc1cc(=O)[nH]c(SCC(=O)c2c[nH]c3ccccc23)n1	2	-2	23	0	0	-8	1.5	-0.2	10	14
Cc1ccc(NCc2nnc(SCC(=O)N3c4ccccc4Sc4ccccc43)o2)c(C)c1	31	-5	0	0	-7	1	.	-0.3	7	8
CCc1cccc(NC(=O)CSc2nnc(Cc3ccc(OC)cc3)c(=O)[nH]2)c1	0	-1	-4	.	6	3	2.5	-0.1	5	.
CN1CCN(S(=O)(=O)c2ccc(CNC(=O)c3ccccc3)s2)CC1	1	-12	8	0	-4	8	1.4	0.1	-8	34
CC(NC(=O)C1CCC(C)(C(=O)O)C1(C)C)c1ccccc1 (configuration not stated)	1	-6	-36	-4	5	-2	0.3	-2.0	2	9

Continued:
SMILES	Yp Topo-I inh	Rv3671c protease	MazEF act	SARS 3CLpro inh	PrPC surface inh	PriA SSB inh	TcdB GH inh	Vc quorum ag	CCHF vOTU inh	VHR inh abs
Cc1ccc2[nH]c3c(NCc4ccccc4)ncnc3c2c1	.	.	9	0	16	-6	-2.1	.	-11	20
Cc1nn2c(-c3cccc(NC(=O)c4ccco4)c3)nnc2c2ccccc12	5	-22	1	-7	8	-9	.	i	-2	-1
CC(C)NS(=O)(=O)c1ccc(NCCCn2ccnc2)c([N+](=O)[O-])c1	0	6	11	8	-14	13	-4.1	-0.3	10	-4
N#Cc1cnc(SCC(=O)N2CCCCC2)nc1N	-11	4	6	-3	-3	-2	0.7	-0.8	-10	.
Cc1cccc(NC(=O)C2CCCCN2S(=O)(=O)c2ccccc2)c1C (configuration not stated)	0	-6	-4	.	3	-3	0.1	i	1	.
O=C(CCSc1ccccc1)OCn1nnc2ccccc2c1=O	-3	3	0	2	7	-20	1.2	i	-2	-1
CC(C)(C)OC(=O)N1CCC(C(=O)Nc2ccc(C(=O)NC3CC3)cc2)CC1	-9	.	9	.	-2	-6	-0.9	-1.4	-8	.
CCc1ccc(C(=O)NNC(=O)CN2C(=O)NC(CC)(c3ccccc3)C2=O)cc1 (configuration not stated)	-2	4	-1	.	3	-11	2.5	0.1	3	.
CCOc1ccc(CCNC(=O)c2ccc(=O)[nH]c2)cc1OCC	-11	1	-11	0	-2	3	-1.3	-0.7	-2	10
COc1cc(NC(=O)c2cccnc2)c(OC)cc1NC(=O)c1ccc(Br)cc1	5	11	1	-3	.	5	.	-0.3	.	12
CCOC(=O)c1ccc2[nH]c(C)c(C)c2c1	3	7	-9	-2	1	-15	.	.	1	.
CC(C)(C)OC(=O)N1CCCC(C(=O)Nc2cccc(C(=O)N3CCCCC3)c2)C1 (configuration not stated)	26	.	-17	.	6	-8	1.4	-2.8	-4	.
CCCCCC1CC(=O)NC1(C(=O)OCC)C(=O)OCC (configuration not stated)	-1	.	8	.	-2	-22	2.5	-4.5	-3	.

Compound profiles, as listed above:
CCOc1ccc(CCNC(=O)c2ccc(=O)[nH]c2)cc1OCC in the list: Yp Topo-I inh = -11; Rv3671c protease = 1; MazEF act = -11; SARS 3CLpro inh = 0; PrPC surface inh = -2; PriA SSB inh = 3; TcdB GH inh = -1.3; Vc quorum ag = -0.7; CCHF vOTU inh = -2; VHR inh abs = 10
CC(C)(C)OC(=O)N1CCCC(C(=O)Nc2cccc(C(=O)N3CCCCC3)c2)C1 (configuration not stated) in the list: Yp Topo-I inh = 26; Rv3671c protease = .; MazEF act = -17; SARS 3CLpro inh = .; PrPC surface inh = 6; PriA SSB inh = -8; TcdB GH inh = 1.4; Vc quorum ag = -2.8; CCHF vOTU inh = -4; VHR inh abs = .
CC(C)NS(=O)(=O)c1ccc(NCCCn2ccnc2)c([N+](=O)[O-])c1 in the list: Yp Topo-I inh = 0; Rv3671c protease = 6; MazEF act = 11; SARS 3CLpro inh = 8; PrPC surface inh = -14; PriA SSB inh = 13; TcdB GH inh = -4.1; Vc quorum ag = -0.3; CCHF vOTU inh = 10; VHR inh abs = -4

Screening results from PubChem BioAssay.
